# miR122 inh: miR-122 inhibition in Huh7 cells; Huh7 miR-122 Renilla luciferase sensor, 48 h; neutral wells = 0, positive control = 100; activation (reporter increase), % at 12.5 µM; AID 602342; hit rate 0.3% among 340,000;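 active means mean replicate activation score at least 90 and every replicate individually at or above 90; inconclusive means only one of the two criteria met; inactive means neither criterion met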;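 further: higher luciferase means less miR-122 activity so hits act as miR-122 inhibitors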
# DENV2 CPE rescue: protects cells from dengue virus 2 cytopathic effect; DENV2-infected cells, cytopathic effect rescue, plate reader; CPE inhibition, % at 9.99 µM; hit rate 1.7% among 350,000; in the data active means CPE inhibition above about 20%, passing the limit was not always enough; inconclusive means no clear call, values can overlap the other calls; tested in BHK-21 cells;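 further: 0% = median of neutral control wells and 100% = median of positive control wells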
# ERAP1 inh: inhibitors of human ERAP1 aminopeptidase; recombinant ERAP1, Leu-AMC fluorescence, 60 min; inhibition, % at 10.7 µM; hit rate 0.15% among 340,000; AID 652197;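 active means mean replicate inhibition of at least 30%, or all replicates individually reaching that 30% level; inactive means mean below 30% and not every replicate reaching it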;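 further: 0% = neutral control wells and 100% = L-leucinethiol positive control wells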
# CASP6 VEID inh: inhibitors of human caspase-6. hit rate 0.53% among 350,000. inhibition, % at 12.5 µM. AID 686996. purified caspase-6, Z-VEID-R110 cleavage fluorescence;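 active means mean inhibition across replicates at least about 35%, with every replicate also reaching that limit, limit read from the data; inconclusive means only one of the two criteria met; inactive means neither criterion met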;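 further: 0% = median of neutral control wells and 100% = no fluorescence left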
# Target sequence (P55212 24-179 limits assumed): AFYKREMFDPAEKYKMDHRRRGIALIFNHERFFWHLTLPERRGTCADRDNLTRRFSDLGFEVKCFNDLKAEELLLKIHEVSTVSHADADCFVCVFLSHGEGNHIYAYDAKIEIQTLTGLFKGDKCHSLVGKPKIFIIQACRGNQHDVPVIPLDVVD
# Target sequence (P55212 194-293 limits assumed): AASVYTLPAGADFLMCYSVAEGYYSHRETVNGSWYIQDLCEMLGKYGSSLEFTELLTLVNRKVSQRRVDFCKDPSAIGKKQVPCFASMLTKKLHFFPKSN
# ERp5 inh: ERp5 (human) disulfide isomerase inhibition. AID 651711. Q15084. inhibition, % at 9.99 µM. hit rate 0.05% among 350,000. ERp5 insulin aggregation, absorbance 650 nm, 90 min;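 active means mean replicate inhibition above about 25%, with every replicate also reaching it, limit read from the data, passing the limit was not always enough; inconclusive means only one of those two criteria met; inactive means neither criterion met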
# Target sequence (Q15084 whole entry, looked up): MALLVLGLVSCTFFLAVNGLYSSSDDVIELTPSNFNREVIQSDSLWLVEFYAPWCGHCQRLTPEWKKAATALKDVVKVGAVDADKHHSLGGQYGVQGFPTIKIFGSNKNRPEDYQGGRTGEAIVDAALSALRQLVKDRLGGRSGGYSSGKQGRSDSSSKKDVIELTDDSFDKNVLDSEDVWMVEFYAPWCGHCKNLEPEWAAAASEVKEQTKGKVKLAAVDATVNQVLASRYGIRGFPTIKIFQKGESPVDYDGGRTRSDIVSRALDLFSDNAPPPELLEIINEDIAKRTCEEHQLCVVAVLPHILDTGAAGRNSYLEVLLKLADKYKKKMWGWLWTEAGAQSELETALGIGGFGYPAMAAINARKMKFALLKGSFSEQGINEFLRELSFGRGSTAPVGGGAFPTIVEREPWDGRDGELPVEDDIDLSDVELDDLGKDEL
# SIRT5 inh: inhibitors of human sirtuin-5 desuccinylase; Q9NXA8; Purified SirT5, succinyl-peptide AMC, trypsin-coupled fluorescence; inhibition, % at 15 µM; hit rate 1.1% among 330,000; in the data active means inhibition above about 15%; inconclusive means no clear call, values can overlap the other calls
# Target sequence (Q9NXA8 whole entry, looked up): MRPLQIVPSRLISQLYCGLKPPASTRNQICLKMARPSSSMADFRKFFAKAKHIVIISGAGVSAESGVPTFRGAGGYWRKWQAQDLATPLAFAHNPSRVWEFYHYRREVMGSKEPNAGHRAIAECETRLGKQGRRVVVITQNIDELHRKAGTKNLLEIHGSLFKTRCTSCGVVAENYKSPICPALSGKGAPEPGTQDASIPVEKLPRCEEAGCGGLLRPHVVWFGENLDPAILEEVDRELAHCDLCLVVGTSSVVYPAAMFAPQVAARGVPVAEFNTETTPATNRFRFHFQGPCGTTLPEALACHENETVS
# F508del corr: correctors of CFTR F508del function in bronchial epithelial cells; hit rate 0.36% among 350,000; activity (quench increase), % at 7.58 µM; AID 720511; CFBE cells, YFP halide quenching; stimulated with forskolin plus potentiator P3; % fluorescence drop versus neutral controls;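 active means mean added fluorescence quench of at least 8% versus neutral control, with both replicates also reaching 8%; inconclusive means only one of the mean or replicate conditions met; inactive means mean below 8% and not both replicates reaching 8%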;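 further: cells transiently co-express mutant CFTR-F508del with the halide-sensitive YFP; corrector assay measuring rescue of mutant channel to the surface after 24 h compound exposure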
# Starred values were filed as active, the others as inactive; ? = inconclusive; . = no result given; & = joins results of further samples; [ ] = dose if it differs, or a comment.
SMILES,miR122 inh,DENV2 CPE rescue,ERAP1 inh,CASP6 VEID inh,ERp5 inh,SIRT5 inh,F508del corr
Cc1ccc(F)c(S(=O)(=O)NC(=O)C2(C)CCN2C(=O)CCc2ccccc2)c1 (stereo not given),-11,10,2,3,-2,-1,-4.0
COc1ccccc1-c1cnc2c(c1)C(=O)N([C@H](C)CO)C[C@H](C)[C@@H](CN(C)C(=O)CC1CC1)O2,4[16.7 µM],-3,6,-1,-2,2,3.3
O=C(/C=C/[C@H]1O[C@@H](n2ccc(=O)[nH]c2=O)[C@H](O)[C@@H]1O)NC1CCN(Cc2ccccc2)C1 (stereo not given in full),-4,3,0,1,-10,-4,-1.8
C[C@H](CO)N1C[C@H](C)[C@@H](CN(C)C(=O)Nc2cccc3ccccc23)Oc2c(NC(=O)Nc3ccc(C(F)(F)F)cc3)cccc2C1=O,-2[16.7 µM],-11,-1,-2,7,-5,4.7
CCOC(=O)[C@]12CCCC=C1N(Cc1ccco1)C(=O)[C@H](CC(=O)NCCCCc1ccccc1)C2,.,6,1,5,-1,-8,3.1
O=C(C[C@@H]1C[C@@H]2c3cc(NC(=O)Cc4ccncc4)ccc3O[C@@H]2[C@H](CO)O1)NCc1cccc(F)c1,-2[16.7 µM],2,0,5,0,3,1.1
CC(=O)N1[C@H](CO)[C@H]2c3ccccc3N(S(=O)(=O)c3ccccc3F)C[C@H]21,17[16.7 µM],-5,0,3,-1,7,-2.7
COc1ccc(NC(=O)N(C)C[C@@H]2Oc3ccc(NS(=O)(=O)c4c(C)noc4C)cc3CC(=O)N([C@H](C)CO)C[C@@H]2C)cc1,-3[16.7 µM],4,-2,1,-10,1,-2.4
O=C(Cn1cc(C(=O)C(F)(F)F)c2cc(Br)ccc21)N1CCOCC1,-11,0,6,-2,1,-1,.
Cc1cccc(S(=O)(=O)N[C@@H]2CC[C@@H](CCn3cc(-c4ccccn4)nn3)O[C@@H]2CO)c1,.,6,-1,5,-6,6,0.5
Cc1ccc(/C=N/NC(=O)C(c2ccncc2)N2CCOCC2)cc1 (stereo not given),.,2,0,6,1,3,-3.3
CC1(C)CC(=O)C(C(=O)C2CCN(S(=O)(=O)c3ccccc3)CC2)C(=O)C1,.,2,7,1,2,-4,-0.2
C[C@H]1CN([C@@H](C)CO)C(=O)c2cc(-c3ccc(F)cc3)cnc2O[C@H]1CN(C)C(=O)Cc1ccccn1,14[16.7 µM],-4,-4,1,5,-2,-3.2
O=C(NCCCCc1ccccc1)NC[C@@H]1CC[C@@H](Cc2ccc(-c3ccccc3)cc2)O1,-1,-1,11,2,4,-1,-2.7
O=C(CSc1nnc(-c2ccccc2)n1Cc1ccccc1)NNC(=O)c1ccccc1O,7,-4,0,3,-2,4,.
Cc1cccc(NC(=O)CNC(=O)Cc2ccc(S(=O)(=O)N3CCOCC3)s2)c1C,8,13,4,1,-1,3,-0.3
CC(C)c1cc(C(=O)N2CCCC(N3CCN(c4ccc(F)cc4)CC3)C2)no1 (stereo not given),-5,-9,1,-4,-2,-2,1.2
CSCCC(NS(=O)(=O)c1ccccc1F)C(=O)N1CCCCCCC1 (stereo not given),-4,?,-2,-5,-3,3,-1.6
O=C(COC(=O)COc1ccc(Br)cc1)Nc1ccc2c(c1)OCCO2,-10,-6,-3,0,-3,0,-3.2
CCC(C)(NC=O)C(=O)Nc1c(C)cccc1C (stereo not given),.,-2,-1,-2,1,0,1.9
CC[N+](CC)(CC)CC(=O)Nc1c(C)cccc1C,4,2,2,-1,1,-3,-1.5
CN(C(=O)COC(=O)c1cccc(F)c1)c1ccccc1,7,15,-9,-3,1,-5,-0.1
CC(=O)c1c(N2CCN(C(=O)c3ccco3)CC2)nc(=S)n(-c2ccccc2)c1C,-4,0,0,-4,-6,0,0.8
Cc1ccc(-c2csc(NS(=O)(=O)c3cccc(F)c3)n2)o1,14,-5,4,41*,-2,.,4.1
O=S(=O)(Nc1ccc(F)cc1Cl)c1ccc(-c2cnc(C3CC3)o2)cc1,53,-6,1,6,3,-4,14*
Cc1ccccc1S(=O)(=O)NCC[C@@H]1CC[C@@H](NC(=O)C2CCCC2)[C@H](CO)O1,26[16.7 µM],-7,0,-1,-2,3,-1.5
CCC(C)NC(=O)CNC(=S)N(Cc1ccc(F)cc1)C1CCCCC1 (stereo not given),.,0,-4,-2,0,2,1.5
O=C(O)c1ccc(OCC(F)(F)F)nc1,.,2,0,1,4,1,0.8
CC(C)CC#Cc1cnc2c(c1)C(=O)N([C@H](C)CO)C[C@H](C)[C@H](CN(C)C(=O)c1ccccc1)O2,12[16.7 µM],16,3,3,-7,-3,0.2
Cc1ccccc1OCc1n[nH]c(=S)n1-c1cccc(Cl)c1,7,?,0,-1,3,2,-0.8
O=C(Nc1cccc(C(=O)N2CCN(c3ccc(F)cc3)CC2)c1)c1ccccc1,.,3,-2,2,-2,-3,-0.6
C/C=C/c1ccc2c(c1)O[C@H](CN(C)C(=O)c1ccc(F)cc1)[C@H](C)CN([C@@H](C)CO)S2(=O)=O,-5[16.7 µM],8,1,-1,-5,0,.
CO[C@H]1CN(C)C(=O)c2ccc(NC(=O)c3cc(C)on3)cc2OC[C@@H](C)N(C(=O)C2CC2)C[C@@H]1C,4[16.7 µM],-7,-2,2,12,2,-0.7
O=C(OCc1cccc(Cl)c1)c1cc([N+](=O)[O-])ccc1N1CCOCC1,6,-3,-1,-12,-6,1,1.1
O=C(CN1CCOCC1)NCC[C@@H]1CC[C@H](NS(=O)(=O)c2ccc(Cl)cc2)[C@H](CO)O1,.,-4,-1,3,-2,3,-0.8
C#CCOCCOCCOCCNc1nc(N2CCN(C(=O)Cn3cc(CC(C)O)nn3)CC2)nc(N2CCN(C(=O)[C@H]([C@@H](C)CC)n3cc(CCCN=C(N)N)nn3)CC2)n1 (stereo not given in full),.,1,-2,-10,-4,-3,-4.4
C/C(=N/NC(=O)CNC(=O)C(c1ccccc1)c1ccccc1)c1ccco1,.,6,3,4,.,-1,-1.3
O=[N+]([O-])c1cccc(Cl)c1CSc1ccccn1,.,6,23,0,3,3,-1.3
C[C@@H]1CN([C@@H](C)CO)C(=O)Cc2cc(NC(=O)C3CCCCC3)ccc2O[C@H]1CN(C)S(=O)(=O)c1ccccc1,-4,?,1&-2,-3&4,7&-3,11&12,-0.6&0.6
CC(C)CC(NS(=O)(=O)c1cccc(C(=O)O)c1)C(=O)O (stereo not given),.,-1,-2,2,2,-2,-0.8
Cc1noc(NS(=O)(=O)c2ccc(NC(=O)Cc3ccc([N+](=O)[O-])cc3)cc2)c1C,.,-4,-3,9,7,-1,2.8
Nc1ccc(-n2nc3ccccc3n2)cc1,.,1,2,-2,?,-2,0.5
CCOC(=O)C1(C)NC(c2ccccc2F)C2C(=O)N(CC)C(=O)C21 (stereo not given),2,0,-6,0,0,2,-4.2
CCCOc1ccc(Cc2c(COCC)[nH]c(=S)[nH]c2=O)cc1,1,1,-2,3,8,.,-0.2
C[C@H]1CN([C@@H](C)CO)S(=O)(=O)c2ccc(C#Cc3ccccc3)cc2O[C@H]1CN(C)C(=O)CN(C)C,-8[16.7 µM],-2,0,0,3,-17,-3.6
CCCCC(=O)N(C)c1c(CC)nc2c(OCC(=O)N3CCOCC3)cccn12,-2,-9,0,-2,-1,3,-2.6
C[C@@H]1CN([C@@H](C)CO)C(=O)c2cc(C#CCC3CCCC3)cnc2O[C@H]1CN(C)C(=O)c1cnccn1,-6[16.7 µM],?,0,5,-7,-5,3.0
CC(C)c1nnc(NC(=O)CCC(=O)Nc2ccccc2)s1,.,9,-10,7,.,-6,0.2
Cn1cccc1Cc1nnc(SCC(=O)N2CCc3ccccc32)n1CCc1ccccc1,-6,-5,.,5,1,.,-1.7
COCC#Cc1ccc2c(c1)O[C@H](CN(C)S(=O)(=O)c1cccc(OC)c1)[C@H](C)CN([C@H](C)CO)S2(=O)=O,42[16.7 µM],-3,1,-1,0,5,.
O=C(O)c1nccnc1C(=O)Nc1ccc(Oc2c(Cl)cccc2Cl)nc1,-2,1,.,10,4,.,-1.0
C[C@H]1CN([C@@H](C)CO)C(=O)c2cccc(NS(=O)(=O)c3ccc(Cl)cc3)c2O[C@H]1CN(C)S(=O)(=O)c1ccc(F)cc1,12[16.7 µM],-11,.,.,.,.,3.3
CCn1ncc(C2=NOC(C(=O)Nc3ccccc3C(=O)OC)C2)c1C (stereo not given),-5,-2,1,3,-3,-1,0.2
C[C@H](CO)N1C[C@H](C)[C@@H](CN(C)S(=O)(=O)c2cccs2)OCCCC[C@H](C)Oc2ccc(NC(=O)Nc3ccc4c(c3)OCO4)cc2C1=O,-2[16.7 µM],1,1,0,6,8,0.3
OC1NC(=S)N(c2ccccc2)C1O (stereo not given),-3,11,0,0,3,0,-0.9
Cc1cc(O)c(-c2cc(O)c(C)cc2O)cc1O,-12,-5,7,13,2,-10,-2.9
O=C(OCc1c(F)cccc1Cl)c1cccc(S(=O)(=O)N2CCOCC2)c1,.,-9,-3,-1,-3,-4,-0.3
CCOC(=O)C1=C(c2ccccc2)Nc2ncnn2C1c1ccc(C(=O)O)cc1 (stereo not given),0,-5,.,-3,3,-2,-0.2
Cc1cc(=O)[nH]c2ccc(S(=O)(=O)N3CCOCC3)cc12,-2,-3,0,-2,11,-3,-0.9
O=C(NC(=S)Nc1ccccc1Br)C1CCCCC1,.,0,0,0,1,-1,0.1

# Continued:
SMILES,miR122 inh,DENV2 CPE rescue,ERAP1 inh,CASP6 VEID inh,ERp5 inh,SIRT5 inh,F508del corr
O=S(=O)(Nc1ccccc1N1CCCCC1)c1cccs1,-3,2,0,-3,-1,-2,-0.5
CC(=O)Nc1ccc(S(=O)(=O)N(C)CC(=O)NNC(=O)c2cccs2)cc1,-8,-4,0,0,8,-1,-0.5
Cn1c(=O)cc(C(=O)N/N=C/c2ccc(F)cc2)[nH]c1=O,-5,-2,0,-3,4,1,-2.5
Cc1nc(N)sc1N=Nc1ccc(F)cc1,.,3,2,-1,15,-1,0.0
Cc1cc(C(=O)N/N=C/c2cccs2)n[nH]1,-2,.,12,3,-1,-4,-1.5
C[C@H]1CN([C@@H](C)CO)C(=O)c2ccccc2-c2ccccc2CO[C@@H]1CN(C)Cc1cccnc1,.,4,2,-1,3,-36,1.0
COc1cccc(CNC(=O)C2CCCN(S(=O)(=O)c3ccc4c(c3)C(C)(C)C(=O)N4C)C2)c1 (stereo not given),0,9,4,0,2,0,0.0
C[C@@H]1CN([C@H](C)CO)C(=O)c2cc(NS(=O)(=O)c3cccs3)ccc2O[C@@H](C)CCCCO[C@@H]1CN(C)S(=O)(=O)c1cn(C)cn1,2[16.7 µM],-6,2,-1,-1,-3,-0.1
Cc1ccnc(NC(NC(=O)C(C)C)(C(F)(F)F)C(F)(F)F)c1,.,20,6,-1,-4,-1,.
COc1ccc2c(c1)[C@H]1[C@H](CO2)[C@H](c2ccccc2)[C@]2(C)C(=O)Nc3ccc(C)cc3C(=O)N12,.,-7,-5,7,-1,.,-1.5
N#C[C@H]1N[C@H](CO)[C@H]1c1ccc(C2=CCCC2)cc1,.,18,-2,-1,2,-1,-4.0
Cc1cccc(NC(=O)c2sccc2-n2cccc2)c1C,-2,.,2,2,4,-3,.
COc1cc(Cl)c(CC(=O)c2c[nH]c3ccccc23)cc1OC,.,-5,-2,0,-3,-2,0.3
COc1cccc(NCCC(=O)c2cccc([N+](=O)[O-])c2)c1,.,-8,7,-3,1,-4,0.2
CCC(CC)C(=O)Nc1ccc(C)cc1O,.,-3,-2,1,-3,.,2.5
COC(=O)C1=C(C)N(Cc2ccccc2C(F)(F)F)C(=NCC2CC2)NC1c1ccc(F)cc1 (stereo not given),.,7,-3,-1,8,1,2.5

# Entries of single compounds, quoted from the list. Order of values: miR122 inh, DENV2 CPE rescue, ERAP1 inh, CASP6 VEID inh, ERp5 inh, SIRT5 inh, F508del corr
# O=C(NC(=S)Nc1ccccc1Br)C1CCCCC1 as listed: ., 0, 0, 0, 1, -1, 0.1
# CN(C(=O)COC(=O)c1cccc(F)c1)c1ccccc1 as listed: 7, 15, -9, -3, 1, -5, -0.1
# CCOC(=O)C1=C(c2ccccc2)Nc2ncnn2C1c1ccc(C(=O)O)cc1 (stereo not given) as listed: 0, -5, ., -3, 3, -2, -0.2

# Screening results (PubChem)
